NF-kB neuron act – activators of NF-kB expression in neurons, primary screen, cell-based, HTS; fold change at 12.5 µM; 190,000 compounds, 1.6% hits; human neuronal cells, NF-kB reporter expression; hits give high values; AID 1239, 2008; in the data active means fold change above about 3.3
STAT3 blocker – IL-6 driven STAT3 reporter inhibitors, primary screen, U3A cells, luciferase, luminescence, MLSCN library; IL-6 STAT3-luciferase reporter; host cell line lacks STAT1; inhibition, % at 5.5 µM; 190,000 compounds, 0.89% hits;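 active means inhibition above the mean inhibition across all screened compounds plus 3 SD, cut at about 44% in these data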;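 further: 0% = DMSO only wells and 100% = 100 µM nifuroxazide control wells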
FLuc inh counter – firefly luciferase enzyme inhibitors, primary screen, artefact control for luciferase-based inhibitor screens, biochemical, luminescence, ATPLite. AID 1006, 2008. 10 min. inhibition, % at 10 µM. Luciferin 4-monooxygenase (Photinus pyralis), P08659. 200,000 compounds, 1.5% hits;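 active means inhibition above about 50% when tested at 10 µM, limit read from the data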
Target sequence (P08659 whole entry, looked up): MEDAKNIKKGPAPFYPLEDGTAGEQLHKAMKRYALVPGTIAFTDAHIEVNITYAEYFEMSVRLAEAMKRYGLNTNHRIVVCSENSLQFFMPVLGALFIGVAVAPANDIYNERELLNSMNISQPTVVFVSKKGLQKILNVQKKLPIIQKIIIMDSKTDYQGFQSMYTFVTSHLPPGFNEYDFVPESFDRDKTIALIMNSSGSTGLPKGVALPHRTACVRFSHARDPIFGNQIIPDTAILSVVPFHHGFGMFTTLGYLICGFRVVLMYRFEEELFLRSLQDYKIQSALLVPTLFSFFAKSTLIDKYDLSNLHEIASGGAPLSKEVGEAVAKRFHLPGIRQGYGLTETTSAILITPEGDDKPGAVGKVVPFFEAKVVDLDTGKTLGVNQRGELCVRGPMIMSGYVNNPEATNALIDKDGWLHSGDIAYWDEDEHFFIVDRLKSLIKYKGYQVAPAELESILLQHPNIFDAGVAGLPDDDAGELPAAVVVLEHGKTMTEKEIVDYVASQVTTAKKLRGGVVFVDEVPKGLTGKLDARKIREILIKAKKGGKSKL
STAT1 activator – STAT1 signaling activators, primary screen, cell-based, HTS, luciferase reporter. NIH 3T3 STAT1-luciferase reporter, IFN-gamma, luminescence; 100% = IFN-gamma alone, no compound. activation (% of control), % at 5.5 µM. 200,000 compounds, 2.6% hits. AID 932, 2007;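 active means activation above the screen-wide mean activation plus 3 SD, cut at about 130% in these data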;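 further: raw ratio to IFN-gamma control signal so 100% means no change and 0% no light; values of inactives mirror those of a sister screen read the other way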
RAM inhibit – inhibitors of the yeast RAM network, primary screen, dse1pr::URA3 reporter, 5-FOA selection; AID 868, 2007; inhibition, % at 50 µM; S. cerevisiae dse1pr::URA3 reporter, 5-FOA growth OD615, 2 d; analog-sensitive cbk1-as2 kinase mutant strain; 190,000 compounds, 1.8% hits;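 active means inhibition above a set limit, 3 SD over mean compound inhibition, cut at about 8.4% in these data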;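 further: 0% = DMSO-only wells with no growth and 100% = 10 µM 1-NA-PP1 full growth; inhibition rescues growth on 5-FOA so higher OD means more RAM inhibition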
STAT1 inh – STAT1 signaling inhibitors, primary screen, cell-based, HTS, luciferase reporter; AID 920, 2007; 200,000 compounds, 0.35% hits; inhibition, % at 5.5 µM; NIH 3T3 STAT1-luciferase reporter, IFN-gamma, luminescence;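 active means inhibition above a set limit, the mean inhibition across all tested compounds plus 3 SD, cut at about 34% in these data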;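 further: 0% = IFN-gamma with DMSO and 100% = IFN-gamma with 300 µM nifuroxazide; values of inactives mirror those of a sister screen read the other way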
APP transl inh – inhibitors of APP translation via 5'UTR reporter, primary screen, APP 5'UTR luciferase, SH-SY5Y cells | AID 1285, 2008 | SH-SY5Y APP 5'UTR-luciferase reporter, luminescence | 190,000 compounds, 0.82% hits | inhibition, % at 2 µM;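 active means inhibition above a set limit, derived from the sample mean plus 3 SD, cut at about 45% in these data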; further: values of inactives mirror those of a sister screen read the other way
APP 5'UTR act – activators of APP 5'UTR luciferase reporter, primary screen, SH-SY5Y cells | 190,000 compounds, 1% hits | activation, % at 2 µM | AID 1276, 2008 | SH-SY5Y APP 5'UTR luciferase reporter, luminescence; zero percent = DMSO vehicle wells;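 active means activation above a set limit, based on mean plus 3 SD of controls, cut at about 140% in these data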; further: values of inactives mirror those of a sister screen read the other way
Hsp70 activator – Hsp70 transcriptional activators, primary screen, cell-based, HeLa, Hsp70 promoter luciferase, luminescence, 10 µM | HeLa Hsp70 promoter luciferase reporter; scaled: vehicle 0, proteasome-inhibitor control 100% | 200,000 compounds, 0.04% hits | activation, % at 10 µM | AID 1203, 2008;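 active means activation above the mean across all tested compounds plus 3 SD, cutoff set per campaign, cut at about 5.5% in these data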;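 further: 100% = MG132 at 30 µM as the positive control and 0% = DMSO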
STAT3 act – IL-6 driven STAT3 reporter potentiators, primary screen, U3A cells, luciferase, luminescence, MLSCN library. activation (% of control), % at 5.6 µM. 190,000 compounds, 0.91% hits. IL-6 STAT3-luciferase reporter; 100% = signal with IL-6 EC80 alone. AID 871, 2007;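 active means activation above the screen-wide mean of compound activation plus 3 SD, cut at about 130% in these data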;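 further: 0% = background luminescence of wells with medium and substrate only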
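Test system: STAT3-luciferase reporter U3A cells; Detection: reporter luminescence signal; Times: 1 h compound pre-exposure, 6 h IL-6 stimulation, 37 °C; Benchmarks: IL-6-only high control; Also added: IL-6 stimulus at 33 ng/mL final.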
* marks the source's active call; other numbers are inactive results; · = no result given.

SMILES | NF-kB neuron act | STAT3 blocker | FLuc inh counter | STAT1 activator | RAM inhibit | STAT1 inh | APP transl inh | APP 5'UTR act | Hsp70 activator | STAT3 act
COc1ccc(CCC(C)NC2C3CC4CC(C3)CC2C4)cc1 (stereo unspecified) | 0.98 | 6 | -12 | 106 | 0.5 | -6 | -12 | 12 | -0.3 | 99
CCC(=O)N1N=C(c2ccc(NS(=O)(=O)CC)cc2)CC1c1ccc(C)cc1 (stereo unspecified) | 1.3 | -1 | -3 | 105 | 1.2 | -8 | 4 | -4 | -0.4 | 107
CCOc1ccc(/C=N/N2C(=O)C(CC(=O)Nc3ccc(F)cc3F)SC2=NC)cc1OC (stereo unspecified) | 0.59 | 5 | -5 | 94 | 1.5 | 6 | 7 | -7 | -0.4 | 103
CCOc1ccc(NS(=O)(=O)c2ccc3c(c2)CCN3C(=O)C2CCC2)cc1 | 1 | 15 | -7 | 93 | 3.5 | 7 | -3 | 3 | -0.4 | 93
COc1ccc(NC2=NCC(=O)N2c2ccccc2)c(OC)c1 | 1.1 | 2 | -7 | 102 | 0.6 | -2 | -19 | 19 | -0.1 | 102
CCOC(=O)c1c(C)oc2c1c(C=NCC1CCCO1)c(O)c1ccccc12 (stereo unspecified) | 0.9 | 13 | 2 | 96 | 6.0 | 5 | 2 | -2 | 0.2 | 91
CCCN(Cc1cc2ccc(C)cc2[nH]c1=O)C(=O)c1ccccn1 | 0.95 | 4 | -3 | 96 | 1.7 | 4 | -6 | 6 | 0.0 | 101
N#Cc1ccc(-c2nnnn2-c2ccc3c(c2)OCO3)cc1 | 1.3 | 1 | -5 | 104 | 0.6 | -5 | -21 | 21 | -0.2 | 102
COc1nnc(-c2ccc(N3CCOCC3)c(NC(=O)c3ccccc3)c2)c2ccccc12 | 0.74 | 6 | -6 | 102 | 1.6 | -2 | -11 | 11 | -0.1 | 99
CCOc1cccc(C2C(C(=O)c3ccc(C)o3)=C(O)C(=O)N2Cc2ccncc2)c1 (stereo unspecified) | 1.2 | 7 | -5 | 99 | 0.7 | 1 | -1 | 1 | -0.3 | 98
CCC(c1nnnn1C1CCCCC1)N(Cc1ccco1)Cc1cc2ccc(OC)cc2[nH]c1=O (stereo unspecified) | 0.62 | 10 | -16 | 97 | 6.1 | 3 | 0 | 0 | -0.1 | 99
O=C(/C=N/O)NCC1CCNCC1 | 1 | 7 | -4 | 90 | 0.5 | 11 | -11 | 11 | 0.3 | 95
O=c1c2ccccc2nnn1CSc1nnc(-c2cccnc2)n1-c1ccccc1F | 0.88 | 8 | -4 | 104 | -0.7 | -5 | 1 | -1 | -0.4 | 98
CCCCn1c(SCC(=O)N2CCC(C)CC2)nc2ccsc2c1=O | 0.68 | 6 | -5 | 86 | 1.0 | 16 | -4 | 4 | 0.4 | 98
CCCCn1c(=O)c(CCC(=O)OCC(=O)Nc2cccc3ccccc23)nc2ccccc21 | 1.6 | -12 | -7 | 85 | 7.8 | 16 | 14 | -14 | -0.2 | 119
Cc1ccccc1OCC1CN(CN2CCOCC2)C(=O)O1 (stereo unspecified) | 1.3 | 3 | -1 | 94 | -0.1 | 7 | 5 | -5 | -0.2 | 99
O=C(NCc1nnc(SCC(=O)N2CCCC2)o1)c1c(F)cccc1Cl | 1.1 | 4 | -1 | 99 | 2.3 | 1 | -17 | 17 | -0.3 | 102
O=C(COC(=O)c1ccccc1C(=O)N1CCN(c2ccccc2)CC1)NCc1ccccc1 | 0.88 | -2 | -6 | 96 | 1.1 | 2 | 10 | -10 | -0.2 | 106
CCCCOc1ccc(C(=O)NCC(=O)NCC(=O)OCC)cc1 | 1.2 | -6 | -4 | 106 | 0.9 | -5 | -2 | 2 | 0.1 | 108
COc1ccc(OC)c(C2CC(=O)OC3=C2C(=O)CC(C)(C)C3)c1 (stereo unspecified) | 1.1 | 1 | -2 | 105 | 1.7 | -8 | -14 | 14 | 0.1 | 109
COc1ccc(OC)c(/C=N/c2oc(-c3ccco3)c(-c3ccco3)c2C#N)c1 | 0.57 | 4 | 3 | 102 | 2.0 | -2 | -6 | 6 | -0.2 | 99
O=C(C1=C[C@H](C2CC2)C[C@H](OCCCCO)O1)N1CCN(Cc2ccccc2)CC1 | 1.1 | · | -2 | 97 | -0.9 | 5 | -14 | 14 | -0.1 | ·
O=C(CN1C(=O)c2ccccc2C1=O)Nc1sc2c(c1C(=O)NCC1CCCO1)CCC2 (stereo unspecified) | 1 | -4 | -7 | 105 | 6.5 | -5 | -1 | 1 | -0.1 | 104
O=C(c1cccs1)[C@@H]1[C@@H]2C(=O)N(Cc3ccc4c(c3)OCO4)C(=O)[C@@H]2C2c3ccccc3C=CN21 (stereo partly specified) | 1.1 | -5 | -6 | 95 | 1.7 | 5 | -11 | 11 | -0.4 | 109
O=C(c1cccc2ccccc12)C1CCCN(C(=O)CCc2cnccn2)C1 (stereo unspecified) | 1.3 | 2 | -7 | 102 | 0.7 | -2 | 0 | 0 | -0.1 | 103
Cc1ccc2[nH]c(=O)c(CN(CC3CCCO3)S(=O)(=O)c3cccc4nsnc34)cc2c1 (stereo unspecified) | 0.67 | 6 | -6 | 100 | 2.2 | 0 | 6 | -6 | -0.3 | 98
CCOC(=O)C(Oc1ccc2c(-c3ccccc3)cc(=O)oc2c1C)c1ccccc1 (stereo unspecified) | 0.72 | -3 | -5 | 103 | 2.6 | -3 | -12 | 12 | -0.2 | 101
CCc1ccc(NC(=O)CSc2nc(NS(=O)(=O)c3ccccc3)cc(=O)[nH]2)cc1 | 1.2 | -2 | 0 | 105 | 1.9 | -7 | -12 | 12 | -0.3 | 104
C=CCNC(=O)c1ccccc1NS(=O)(=O)c1ccc(SC)cc1 | 1 | -8 | -6 | 99 | -0.4 | 1 | -1 | 1 | -0.4 | 107
C=C(C)CSc1nc(C)c(Cc2ccccc2)c(=O)[nH]1 | 0.95 | -2 | -3 | 99 | 2.6 | 2 | 7 | -7 | 0.0 | 105
c1ccc(Cc2nc(-c3ccccn3)no2)cc1 | 1.6 | -5 | 12 | 125 | 1.1 | -27 | -67 | 67 | 0.3 | 107
Cc1ccc(C)c(Nc2nc3c(S(=O)(=O)c4ccccc4)nnn3c3ccccc23)c1 | 0.98 | -2 | -4 | 102 | 8.4* | -2 | -17 | 17 | -0.1 | 102
Cc1nc(=O)c(-c2ccccc2)c(C)n1Cc1ccccc1 | 1.1 | 8 | -7 | 95 | -1.3 | 4 | 48* | -35 | -0.5 | 99
COc1cccc(C(=O)C2CCCN(Cc3cn(C)nc3-c3ccccc3)C2)c1 (stereo unspecified) | · | 3 | -7 | 104 | 0.7 | -6 | 2 | -2 | -0.3 | 102
CN(C)N=C1c2cc(S(=O)(=O)N3CCOCC3)ccc2-c2ccc(S(=O)(=O)N3CCOCC3)cc21 | 0.49 | -4 | -2 | 105 | 3.9 | -5 | -24 | 24 | -0.3 | 99
O=C(NN1C(=O)c2ccccc2NC1c1ccccc1OCc1ccccc1)c1ccncc1 (stereo unspecified) | 1.1 | -6 | -9 | 99 | -0.4 | 1 | -12 | 12 | -0.3 | 105

3 of the entries above in order of their number in NF-kB neuron act, descending:
smiles	NF-kB neuron act	STAT1 activator	RAM inhibit	STAT1 inh	APP transl inh	APP 5'UTR act	Hsp70 activator	STAT3 act
CCc1ccc(NC(=O)CSc2nc(NS(=O)(=O)c3ccccc3)cc(=O)[nH]2)cc1	1.2	105	1.9	-7	-12	12	-0.3	104
O=C(NN1C(=O)c2ccccc2NC1c1ccccc1OCc1ccccc1)c1ccncc1 (stereo unspecified)	1.1	99	-0.4	1	-12	12	-0.3	105
Cc1ccc(C)c(Nc2nc3c(S(=O)(=O)c4ccccc4)nnn3c3ccccc23)c1	0.98	102	8.4*	-2	-17	17	-0.1	102

Next results:
SMILES | NF-kB neuron act | STAT3 blocker | FLuc inh counter | STAT1 activator | RAM inhibit | STAT1 inh | APP transl inh | APP 5'UTR act | Hsp70 activator | STAT3 act
O=C(Nc1ccccc1)c1cnc[nH]1 | 1.5 | -4 | 2 | 120 | 2.8 | -22 | -14 | 14 | -0.2 | 108
CCCc1nn(-c2ccccc2)c2c1C(c1cccs1)C(C#N)=C(N)O2 (stereo unspecified) | 0.87 | -4 | -4 | 97 | 2.1 | 3 | 0 | 0 | -0.3 | 108
COc1ccc(C(=O)Nc2ccc3c(c2)nc(CN2CCCC2)n3C)cc1 | 1.2 | 28 | -1 | 114 | 2.9 | -16 | 6 | -6 | -0.1 | 84
CCOC(=O)Cc1nnc(NC(=O)CSc2nnc3c4ccccc4n(C)c3n2)s1 | 1.2 | -1 | 1 | 101 | 3.1 | -1 | -7 | 7 | -0.2 | 109
COc1ccccc1N1CCN(C(=O)CSc2nc(C)cc(=O)[nH]2)CC1 | 1.1 | -5 | -6 | 99 | 1.6 | 1 | 6 | -6 | 0.0 | 105
O=C1C(C=NC2CC2)=C(O)c2ccccc21 | 1.3 | -20 | 5 | 126 | 0.3 | -28 | -120 | 120 | -0.1 | 123
O=C(c1cc(COc2c(F)cccc2F)on1)N1CCC(c2ccncc2)CC1 | 0.93 | 53* | 4 | 76 | 0.0 | 25 | 7 | -7 | -0.5 | 57
COC(=O)c1ccc(/C=N/OCC(=O)NCCc2ccc(OC)c(OC)c2)cc1 | 1.2 | 13 | 2 | 92 | 2.0 | 8 | -2 | 2 | -0.1 | 95
Cc1ccc2nc(-c3ccc(NC(=O)C(C)N4C(=O)c5ccccc5C4=O)cc3)sc2c1 (stereo unspecified) | 1.7 | 14 | 7 | 141* | 2.2 | -46 | -75 | 75 | 0.3 | 87
CS(=O)(=O)c1ccc(C(=O)N2CCN(Cc3ccccc3)CC2)cc1 | 1.1 | 7 | -6 | 105 | 3.6 | -5 | -12 | 12 | -0.4 | 99
O=C(NCCC1=CCCCC1)C1CCN(S(=O)(=O)N2CCCC2)CC1 | 1.4 | -9 | -6 | 105 | 0.1 | -7 | -12 | 12 | -0.3 | 109
Cc1cc(C)c(C)c(S(=O)(=O)NCC(=O)N2CCCC2)c1C | 0.96 | 7 | -8 | 96 | -0.7 | 4 | 5 | -5 | -0.1 | 96
CC(OC(=O)c1cccc(S(=O)(=O)Nc2cccc(C(F)(F)F)c2)c1)C(=O)Nc1ccc2c(c1)OCCO2 (stereo unspecified) | 1.3 | -11 | -5 | 101 | 6.1 | -1 | -2 | 2 | -0.2 | 110
CCN(C1=NS(=O)(=O)c2ccccc21)N(CC)S(=O)(=O)c1ccc(C)cc1 | 1.1 | 3 | -8 | 96 | 2.3 | 1 | -9 | 9 | -0.5 | 101
CC(C)n1nc(C(=O)Nc2nnc(SCc3c(Cl)cccc3Cl)s2)c2ccccc2c1=O | 0.76 | 0 | -8 | 98 | 2.9 | 6 | 5 | -5 | -0.4 | 100
